# HTR2A ag: mouse Htr2a agonists via beta-arrestin recruitment, primary screen, cell-based, luminescence; CHO-K1 mHTR2A beta-arrestin complementation; percent of 30 µM serotonin response; 360,000 tested, 0.66% active; AID 624169, 2012; activation, % at 7.6 µM; 5-hydroxytryptamine receptor 2A (Mus musculus), P35363;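 active = activation above a run cutoff, the mean activation of all tested compounds plus 3 SD, cut at about 14% in these data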;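 also: 0% = plate median of compound wells and 100% = 30 µM serotonin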
# Target sequence (P35363 whole entry, looked up): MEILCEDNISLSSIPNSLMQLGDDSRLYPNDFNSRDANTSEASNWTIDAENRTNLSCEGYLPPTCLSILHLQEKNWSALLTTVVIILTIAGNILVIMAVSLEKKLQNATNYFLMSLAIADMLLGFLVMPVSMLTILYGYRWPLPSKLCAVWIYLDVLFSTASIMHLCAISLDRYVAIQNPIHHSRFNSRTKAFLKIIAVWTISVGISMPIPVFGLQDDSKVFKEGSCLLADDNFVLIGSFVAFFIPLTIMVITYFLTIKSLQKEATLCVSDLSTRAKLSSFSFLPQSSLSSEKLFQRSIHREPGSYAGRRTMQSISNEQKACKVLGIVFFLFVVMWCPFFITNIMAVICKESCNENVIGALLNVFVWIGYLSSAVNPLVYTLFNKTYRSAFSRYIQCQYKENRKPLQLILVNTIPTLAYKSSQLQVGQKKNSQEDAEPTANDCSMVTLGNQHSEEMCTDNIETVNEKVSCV
# MC4R antag cAMP: MC4R antagonists of cAMP signaling, primary screen, cell-based, TR-FRET, antagonist arm of biased-ligand search; Melanocortin receptor 4 (Homo sapiens), P32245; AID 540295, 2011; MC4R-expressing cells, MTII-stimulated cAMP, LANCE TR-FRET; inhibition, % at 6.5 µM; 360,000 tested, 0.48% active;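 active = inhibition above its plate's cutoff, the mean of tested wells on that plate plus 3 SD, cut at about 29% in these data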;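 also: 0% = Melanotan II alone and 100% = Melanotan II plus saturating MCL0020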
#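 Material: human MC4R-expressing U2OS cells. Probe or stimulus: Melanotan II challenge. Dosing: 6.5 µM single dose. Times: 30-min compound, 1-h challenge, 1-h detection, room temperature. Technique: TR-FRET with Eu-cAMP and labeled anti-cAMP, 671 nm. Replication: singlicate.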
# Cardio protect: cardioprotection against H2O2-induced cell death, primary screen, uHTS, H9c2 cells, ATPLite luminescence; protection from H2O2 cell death, % at 20 µM; 360,000 tested, 0.63% active; AID 588492, 2011; H9c2 cardiomyocytes, H2O2 injury protection, 2 h;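 active = compounds giving at least 50% protection of heart cells from peroxide-induced death in the single-dose screen, raw or plate-pattern-corrected value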;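 also: 0% = DMSO wells with peroxide and 100% = DMSO wells without peroxide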
# NCOA2 inhibitor: inhibition of GAL4-SRC2 driven luciferase reporter, primary screen, SRC2 inhibitor project, cell-based, luminescence | 370,000 tested, 0.17% active | HEK293 GAL4-SRC2 luciferase reporter | Nuclear receptor coactivator 2 (Homo sapiens), Q15596 | inhibition, % at 9 µM | AID 651957, 2012;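 active = inhibition above the mean inhibition of all tested compounds plus 3 SD, set per campaign, cut at about 52% in these data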;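 also: 0% = DMSO treated cells and 100% = cells given Gossypol at 36 µM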
# MC4R ag barr: MC4R agonists recruiting beta-arrestin, primary screen, cell-based, luminescence, agonist arm of biased-ligand search. Melanocortin receptor 4 (Homo sapiens), P32245. 360,000 tested, 0.98% active. activation, % at 8.9 µM. U2OS MC4R beta-arrestin complementation; percent of melanotan II response, DMSO zero;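 active = activation above a per-plate cutoff, the mean activation of sample wells on that plate plus 3 SD, cut at about 8% in these data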
# NOD2 RIPK2 PPI: NOD2-RIPK2 binding disruptors in cells, primary screen, fluorescence, CHO cells, BLA complementation; Receptor-interacting serine/threonine-protein kinase 2 (Homo sapiens), O43353; CCF4 ratio; inhibition, % at 4.98 µM; 360,000 tested, 0.38% active; AID 624267, 2012; in the data active = inhibition above about 21%;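 also: 0% = vehicle only and 100% = reference blocker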
# Target sequence (O43353 whole entry, looked up): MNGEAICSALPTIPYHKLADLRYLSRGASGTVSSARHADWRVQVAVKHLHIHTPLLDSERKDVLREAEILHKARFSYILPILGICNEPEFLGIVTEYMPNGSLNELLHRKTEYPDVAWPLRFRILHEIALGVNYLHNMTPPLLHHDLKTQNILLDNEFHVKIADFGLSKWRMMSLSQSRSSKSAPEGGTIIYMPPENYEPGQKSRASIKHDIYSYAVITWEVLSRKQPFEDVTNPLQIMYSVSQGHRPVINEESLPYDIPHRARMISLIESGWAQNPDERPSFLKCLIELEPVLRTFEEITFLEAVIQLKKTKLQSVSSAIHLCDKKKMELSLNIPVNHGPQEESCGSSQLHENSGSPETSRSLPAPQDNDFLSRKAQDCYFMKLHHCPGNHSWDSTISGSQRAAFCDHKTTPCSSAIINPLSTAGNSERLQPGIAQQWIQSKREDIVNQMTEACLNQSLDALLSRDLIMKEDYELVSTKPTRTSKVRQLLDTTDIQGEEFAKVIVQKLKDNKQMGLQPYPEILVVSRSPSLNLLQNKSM
# ABCB6 inh 2: ABCB6 transporter inhibitors, primary screen, K562-ABCB6 cells, flow cytometry, MLPCN library; K562-ABCB6 porphyrin accumulation, 1 h; stronger effect = lower value; 360,000 tested, 0.19% active; fluorescence ratio to DMSO, % at 10 µM; ATP-binding cassette sub-family B member 6 (Homo sapiens), Q9NP58; AID 602162, 2011;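 active = fluorescence ratio to DMSO below 75%, the collection mean minus 3 SD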;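 also: signal is porphyrin accumulated inside mitochondria; 100% equals median channel fluorescence of DMSO control wells; lower ratio means ABCB6 inhibition with less porphyrin fluorescence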
# ABHD5 PLIN5 PPI: ABHD5-PLIN5 interaction inhibitors, primary screen, cell lysate, split luciferase complementation, luminescence | Split G. princeps luciferase complementation, 4 h | inhibition, % at 4 µM | 360,000 tested, 0.78% active | AID 602281, 2012;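 active = inhibition above the mean inhibition across every tested compound plus 3 SD, cut at about 22% in these data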;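 also: 0% = DMSO only wells and the 100% control is not disclosed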
# TLR9-MyD88 inh: inhibitors of TLR9-MyD88 association in cells, primary screen, cell-based, CHO, BLA complementation, fluorescence | Toll-like receptor 9 (Homo sapiens) + Myeloid differentiation primary response protein … | CCF4 FRET ratio | inhibition, % at 4.98 µM | 340,000 tested, 0.21% active | AID 504734, 2011;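 active = inhibition above the mean over all tested compounds plus 3 SD, cut at about 21% in these data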;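 also: 0% = DMSO only wells and 100% = clavulanate BLA inhibitor control wells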
# Glyco luc inh: increase of ERlucT glycosylation luciferase signal, primary screen, N-linked glycosylation inhibitor project, D54 ERlucT cells, luminescence, set 2. 360,000 tested, 0.23% active. reporter increase, % at 12.5 µM. D54 ERlucT glycosylation luciferase reporter, 24 h; percent of 100 nM tunicamycin response;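 active = mean luciferase reporter signal, scaled so untreated is 0 and the glycosylation-blocking control 100, at or above a set limit in every replicate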;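 also: luciferase carries N-glycosylation sites so blocking glycosylation raises the light; 0% = median of neutral control wells and 100% = median of 100 nM tunicamycin wells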
# * marks the source's active call; other numbers are inactive results; . = not tested or not shown; & = joins results of further samples.
SMILES,HTR2A ag,MC4R antag cAMP,Cardio protect,NCOA2 inhibitor,MC4R ag barr,NOD2 RIPK2 PPI,ABCB6 inh 2,ABHD5 PLIN5 PPI,TLR9-MyD88 inh,Glyco luc inh
COCCn1c(C)cc(C(=O)CSc2nc3ccccc3o2)c1C,8,3,-33,-64,0.1,0,95,-2,1,-13
COC(=O)C/C(O)=C(/N=Nc1cccc(C(F)(F)F)c1)C(=O)OC,1,14,-1,-2,0.1,-10,95,5,-6,-2
Fc1cccc(NC(=S)Nc2ccc(Br)cc2)c1,4,-3,-30,-15,2.7,-2,97,-17,-9,0
CC(=O)Nc1ccc(Nc2ncnc3c2cnn3-c2cccc(C)c2)cc1,-2,-1,3,-9,-1.5,0,103,3,3,5
N#C/C(=C\c1cccc(Oc2ccccc2)c1)C(=O)N1CCOCC1,-4,10,3,3,0.6,8,99,20,-4,2
CCOC(=O)Cn1nc(C)n(-c2ccc(Cl)cc2)c1=O,0,13,4,12,-2.4,-2,95,2,-6,1
Nc1nc(N)c(N=O)c(Nc2ccc(Cl)c(Cl)c2)n1,-2,.,.,-28,.,3,97,0,.,.
O=c1oc(-c2ccc(Br)o2)nc2ccccc12,4,-8,-1,-24,1.4,-3,94,6,-6,0
CCc1noc(C)c1C(=O)NNC(=O)COc1ccccc1C,-6,3,-3,6,-1.3,-2,100,-2,1,4
Cc1[nH]nc(N=CC2=C(O)CC(C)(C)CC2=O)c1-c1ccccc1,5&-1,-10&0,-1&1,-28&-16,0.7&-1.9,-10&7,95&93,-2&-3,-4&8,1&-2
COc1cc(OC)nc(Oc2ccc(N)c(C)c2)n1,-5,2,3,-12,-1.6,-5,102,-1,5,0
COc1ccc(NC(=O)C(Sc2ccccc2)c2ccccc2)c(OC)c1 (stereo not given),-3,-3,-9,-7,0.8,-1,98,7,-9,-3
O=C(CN1CCN(c2ccccc2O)CC1)Nc1cccnc1Cl,0,1,15,-3,-4.3,-11,92,5,2,0
COC(=O)c1cn(NC(=O)Cc2cccc(OC)c2)c(=O)c2ccccc12,4,7,10,-28,-1.3,10,105,-2,3,-2
Cc1cc(Cl)c(S(=O)(=O)NC(C(=O)O)c2ccccc2)cc1OCC(N)=O (stereo not given),0,0,1,-9,-1.2,-1,86,-2,-6,4
O=C(N/N=C/c1coc2ccccc2c1=O)c1cn(-c2ccccc2)nc1-c1ccccc1,-1,12,4,-17,0.1,3,105,3,-10,-3
CCn1c(C2CC(=O)N(c3cc(C)cc(C)c3)C2)nc2ccccc21 (stereo not given),-5,3,12,1,0.0,-14,90,6,2,0
CCCc1nnc(NC(=O)CSc2nc3ccccc3[nH]2)s1,-1,-2,5,-9,0.7,-6,93,1,7,0
CNCc1ccccc1Sc1cc(O)ccc1O,-2,12,3,-6,-2.3,-1,102,7,3,4
CC(C)N1CCN(c2ccncc2S(=O)(=O)N2CCCCC2)CC1,2,4,0,-5,-1.8,10,98,1,2,-1
O=C(NCCC1CC1(Cl)Cl)c1ccc([N+](=O)[O-])cc1 (stereo not given),-3,2,-1,-7,-0.1,-6,95,8,4,1
CCOC(=O)c1ccc(N2C(=O)CC(SCC(N)C(=O)OCC)C2=O)cc1 (stereo not given),5,7,-8,-30,-1.5,4,104,4,1,-2
Cc1ccnc(N2C(=O)C3C4CC(C(Br)C4Br)C3C2=O)c1 (stereo not given),5,0,-3,-3,-1.3,-14,102,6,1,-1
Cc1ccc(CNC(=O)NCc2ccccc2)cc1,-2,10,2,-35,-0.4,-12,95,1,-1,0
O=C(NCCCc1ccccc1)N1CCOCC1,1,10,-2,-6,2.1,-7,101,3,-5,1
Nn1c(SCC(=O)Nc2ccc3c(c2)CCC3)nnc1C1CC1,-5,-3,-2,-1,-2.1,-9,96,-8,2,1
CC(C)CNC(=S)NNC(=O)c1csc2c1CCC(C)C2 (stereo not given),-6,13,-6,2,3.7,-7,95,-6,6,-5
COc1ccc(C(=O)Nc2ccc(CN3CCS(=O)(=O)CC3)cc2)cc1,1,2,0,-4,-0.7,-20,89,0,-7,-2
NC(=O)c1cc([N+](=O)[O-])ccc1NCCN1C(=O)c2ccc(C(=O)O)cc2C1=O,9,-7,14,-12,2.7,-12,99,6,-8,2
COc1ccc(OC)c(S(=O)(=O)N/N=C\c2cn(CC(N)=O)c3ccccc23)c1,6,-7,-1,-8,-0.1,-8,101,8,1,9

# Some of the entries above in a different format.
Compound	HTR2A ag	MC4R antag cAMP	Cardio protect	NCOA2 inhibitor	MC4R ag barr	NOD2 RIPK2 PPI	ABCB6 inh 2	ABHD5 PLIN5 PPI	TLR9-MyD88 inh	Glyco luc inh
COCCn1c(C)cc(C(=O)CSc2nc3ccccc3o2)c1C	8	3	-33	-64	0.1	0	95	-2	1	-13
COC(=O)C/C(O)=C(/N=Nc1cccc(C(F)(F)F)c1)C(=O)OC	1	14	-1	-2	0.1	-10	95	5	-6	-2
Fc1cccc(NC(=S)Nc2ccc(Br)cc2)c1	4	-3	-30	-15	2.7	-2	97	-17	-9	0
CC(=O)Nc1ccc(Nc2ncnc3c2cnn3-c2cccc(C)c2)cc1	-2	-1	3	-9	-1.5	0	103	3	3	5
N#C/C(=C\c1cccc(Oc2ccccc2)c1)C(=O)N1CCOCC1	-4	10	3	3	0.6	8	99	20	-4	2
CCOC(=O)Cn1nc(C)n(-c2ccc(Cl)cc2)c1=O	0	13	4	12	-2.4	-2	95	2	-6	1
Nc1nc(N)c(N=O)c(Nc2ccc(Cl)c(Cl)c2)n1	-2	.	.	-28	.	3	97	0	.	.
O=c1oc(-c2ccc(Br)o2)nc2ccccc12	4	-8	-1	-24	1.4	-3	94	6	-6	0
CCc1noc(C)c1C(=O)NNC(=O)COc1ccccc1C	-6	3	-3	6	-1.3	-2	100	-2	1	4
Cc1[nH]nc(N=CC2=C(O)CC(C)(C)CC2=O)c1-c1ccccc1	5&-1	-10&0	-1&1	-28&-16	0.7&-1.9	-10&7	95&93	-2&-3	-4&8	1&-2
COc1cc(OC)nc(Oc2ccc(N)c(C)c2)n1	-5	2	3	-12	-1.6	-5	102	-1	5	0
COc1ccc(NC(=O)C(Sc2ccccc2)c2ccccc2)c(OC)c1 (stereo not given)	-3	-3	-9	-7	0.8	-1	98	7	-9	-3
O=C(CN1CCN(c2ccccc2O)CC1)Nc1cccnc1Cl	0	1	15	-3	-4.3	-11	92	5	2	0

# Carrying on:
SMILES,HTR2A ag,MC4R antag cAMP,Cardio protect,NCOA2 inhibitor,MC4R ag barr,NOD2 RIPK2 PPI,ABCB6 inh 2,ABHD5 PLIN5 PPI,TLR9-MyD88 inh,Glyco luc inh
Cc1cccc(NS(=O)(=O)c2c(C)nc3scc(C)n3c2=O)c1,-3,-2,-1,-2,-1.1,-7,97,-2,1,-1
CNc1cncc(-c2cccc(C(C)=O)c2)n1,-2,0,6,23,-1.6,-3,96,-5,.,-4
COc1ccc(CCNC(=S)NC(=O)/C=C/c2ccc(C)cc2)cc1OC,-5,12,-2,-2,5.4,-9,98,-13,-8,-1
CC(=O)Nc1cccc(NS(=O)(=O)Cc2ccc(Cl)cc2)c1,-1,-4,-4,3,-0.9,-7,99,2,-17,0
O=Nc1ccc(O)c2ncccc12,-5,-15,-8,20,-1.9,0,105,-3,13,9
CCOC(=O)c1cc(NC(=O)Nc2ccc(OC)c(OC)c2)c(C)nc1C,1,9,0,12,-2.0,3,104,15,4,2
CN1CCN(C(=O)c2ccc(-c3ccccc3)cc2)CC1,-7,5,-1,-19,-1.7,-2,90,-1,-18,1
CCCCn1c(N)c(N(CC(C)C)C(=O)CN(C)S(=O)(=O)c2ccc(NC(C)=O)cc2)c(=O)[nH]c1=O,0,5,3,-13,-0.3,1,99,-2,-2,2
Clc1cccc(Cc2c(-c3cccc(Cl)c3)nc3ccc(Cl)cn23)c1,-1,.,-8,-18,.,-5,104,-8,.,-3
CC1(O)CC2CC1C(C(=O)O)C2C(=O)O (stereo not given),3,9,13,-13,-0.4,3,88,4,-1,0

# Compound profiles, as listed above. Order of screens: HTR2A ag, MC4R antag cAMP, Cardio protect, NCOA2 inhibitor, MC4R ag barr, NOD2 RIPK2 PPI, ABCB6 inh 2, ABHD5 PLIN5 PPI, TLR9-MyD88 inh, Glyco luc inh
# CCCCn1c(N)c(N(CC(C)C)C(=O)CN(C)S(=O)(=O)c2ccc(NC(C)=O)cc2)c(=O)[nH]c1=O in the list: 0, 5, 3, -13, -0.3, 1, 99, -2, -2, 2
# CC1(O)CC2CC1C(C(=O)O)C2C(=O)O (stereo not given) in the list: 3, 9, 13, -13, -0.4, 3, 88, 4, -1, 0

# (more compounds)
SMILES,HTR2A ag,MC4R antag cAMP,Cardio protect,NCOA2 inhibitor,MC4R ag barr,NOD2 RIPK2 PPI,ABCB6 inh 2,ABHD5 PLIN5 PPI,TLR9-MyD88 inh,Glyco luc inh
CC(Sc1nc(N)cc(=O)[nH]1)C(=O)NNC(=O)c1cccc(Cl)c1 (stereo not given),5,0,0,-24,-2.9,-5,97,0,-6,1
COC(=O)c1ccccc1NC(=O)c1noc2c1CCCC2,2,8,-7,2,3.0,11,91,3,0,3
COc1ccc2nc(N(CCN(C)C)C(=O)c3ccc4ccccc4c3)sc2c1,-4,2,-2,14,1.6,-3,103,-3,-5,-3
CC1CCCC(C)N1CCNC(=O)CCc1nnc2n(Cc3ccccc3)c(=O)c3ccccc3n12 (stereo not given),-4,15,21,-9,-0.9,8,102,3,4,0
COc1cc2c(cc1OC)CN(S(=O)(=O)c1ccc(Cl)nc1)CC2,-10,1,8,-4,-0.9,-13,99,-5,-4,-1
Cc1cccc(NC(=O)c2ccc(C(=O)c3ccccc3)cc2)n1,-4,1,-6,-54,-1.7,10,91,-11,4,-5
COc1ccc(N2CCN(C(=O)CN3C(=O)NC4(CCCCC4C)C3=O)CC2)cc1 (stereo not given),-4,9,-5,1,1.4,-6,98,5,-2,6

# These rows are one share of the data; the hit share may differ from the screen's.
